CHO parental Ca: signal in parental CHO cells, OX1R antagonist counter-screen. AID 463079. parental CHO-K1, ATP-induced calcium, Fluo-8 fluorescence. hit rate 0.63% among 330,000. inhibition, % at 5.6 µM;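 active = inhibition above that plate's mean sample inhibition plus 3 SD, cut at about 26% in these data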;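 also: 0% = ATP-challenged DMSO wells and 100% = DMSO wells without ATP; some compounds past the cut are filed as inactive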
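Assay system – parental CHO cells · Reagent – ATP stimulus · Detection – intracellular calcium via Fluo-8 no-wash fluorescent dye · Evaluation – percent inhibition of ATP-evoked calcium rise, normalized to controls · Controls – ATP wells versus no-ATP DMSO wells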
CHRM1 antagonist: blocks human M1 muscarinic receptor; P11229; inhibition, % at 3 µM; hit rate 1.3% among 360,000; CHO-K1 hM1, Fluo-8 calcium fluorescence, ACh EC80 antagonist; AID 588852;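 active = percent inhibition above its own plate's cutoff, namely the mean of that plate's compound wells plus 3 SD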;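 also: peak over basal fluorescence ratio during 140 s after agonist addition; 0% = ACh EC80 plus DMSO and 100% = DMSO alone without agonist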
Target sequence (P11229 whole entry, looked up): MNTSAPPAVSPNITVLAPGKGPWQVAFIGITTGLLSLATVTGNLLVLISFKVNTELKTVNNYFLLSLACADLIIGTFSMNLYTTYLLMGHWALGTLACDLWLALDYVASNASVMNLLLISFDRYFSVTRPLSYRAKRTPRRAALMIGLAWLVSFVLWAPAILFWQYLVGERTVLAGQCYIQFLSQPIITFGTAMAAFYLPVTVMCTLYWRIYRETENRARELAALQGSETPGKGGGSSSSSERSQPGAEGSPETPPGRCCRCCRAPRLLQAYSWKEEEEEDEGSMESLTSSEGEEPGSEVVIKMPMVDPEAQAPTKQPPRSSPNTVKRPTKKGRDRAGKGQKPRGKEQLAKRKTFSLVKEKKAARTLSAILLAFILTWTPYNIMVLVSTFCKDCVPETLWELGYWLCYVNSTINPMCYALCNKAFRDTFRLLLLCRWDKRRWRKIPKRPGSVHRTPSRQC
CHO-K1 Ca PAM: nonselective activator or artifact in parental CHO-K1 calcium assay | ATP EC20, Fluo-8 calcium fluorescence; 0% at ATP EC20, 100% at ATP max | hit rate 0.02% among 360,000 | AID 602247 | activation, % at 3 µM;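 active = activation above the run cutoff, the mean activation of all test compounds plus 3 SD, cut at about 40% in these data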;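 also: peak over basal fluorescence ratio in a 140 s read after ATP addition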
CHRM1 agonist: agonists of human M1 muscarinic receptor; P11229; CHO-K1 hM1, Fluo-8 calcium fluorescence, agonist mode; 0% DMSO, 100% acetylcholine EC100; activation, % at 3 µM; hit rate 0.33% among 360,000; AID 588814;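 active = activation above the run's mean compound activation plus 3 SD, cut at about 16% in these data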;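 also: peak over basal fluorescence ratio within a 140 s kinetic read after compound addition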
TAAR1 ag: human TAAR1 agonism. CHO RD-HGA16 TAAR1, Fluo-8 calcium fluorescence; vehicle wells 0%, saturating PEA agonist 100%. AID 624467. activation, % at 3 µM. Q96RJ0. hit rate 0.99% among 360,000;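 active = activation above the mean activation of all test compounds in the run plus 3 SD, cut at about 38% in these data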
Target sequence (Q96RJ0 whole entry, looked up): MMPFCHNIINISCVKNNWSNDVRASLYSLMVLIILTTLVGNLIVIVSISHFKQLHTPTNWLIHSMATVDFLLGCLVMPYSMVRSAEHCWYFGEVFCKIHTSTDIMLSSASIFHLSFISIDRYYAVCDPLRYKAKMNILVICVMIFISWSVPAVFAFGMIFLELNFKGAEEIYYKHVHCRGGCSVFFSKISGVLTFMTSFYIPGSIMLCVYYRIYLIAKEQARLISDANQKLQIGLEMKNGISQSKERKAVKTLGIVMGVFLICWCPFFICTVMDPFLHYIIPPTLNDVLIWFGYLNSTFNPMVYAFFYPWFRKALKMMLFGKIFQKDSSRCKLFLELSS
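Test system: RD-HGA16 (CHO) cells co-expressing Gα16 and hTAAR1 | Doses: Single dose, 3 µM | Schedule: 17-24 h seeding, 75 min 37 °C dye, 30 min RT | Evaluation: % activation from peak over basal fluorescence ratio, DMSO-to-PEA scaled | Technique: Kinetic Fluo-8 calcium fluorescence | Benchmarks: Low control DMSO, high control PEA (EC100)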
CHO-K1 Ca ag: nonselective activator or artifact in parental CHO-K1 cells; Fluo-8 calcium fluorescence; scaled to maximal ATP response, vehicle zero; activation, % at 3 µM; hit rate 0.48% among 360,000; in the data active = activation above about 15%;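 also: untransfected CHO-K1 host cells lacking M1 receptor as counterscreen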
CHO-K1 Ca antag: counter-screen for M1 antagonists: effect in parental CHO-K1 cells; ATP-induced calcium, Fluo-8 fluorescence; inhibition, % at 3 µM; hit rate 0.6% among 360,000; AID 602250;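 active = inhibition above a per-plate cutoff, the plate's mean sample inhibition plus 3 SD, cut at about 24% in these data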;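 also: 0% = DMSO plus EC80 ATP and 100% = DMSO alone without ATP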
CHRM1 PAM: human CHRM1 positive allosteric modulation; CHO-K1 hM1, Fluo-8 calcium fluorescence, ACh EC20; 0% = ACh EC20, 100% = maximal ACh; activation, % at 3 µM; hit rate 0.088% among 360,000; in the data active = activation above about 19%, passing the limit was not always enough
TAAR1 antag: antagonists of human TAAR1 | Q96RJ0 | AID 624466 | CHO RD-HGA16 TAAR1, Fluo-8 calcium fluorescence, antagonist | inhibition, % at 3 µM | hit rate 1.5% among 360,000;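 active = inhibition above a per-plate cutoff, the mean inhibition of test compounds on that plate plus 3 SD, cut at about 49% in these data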;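 also: 0% = DMSO plus EC80 beta-PEA response and 100% = DMSO alone without agonist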
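Assay system: RD-HGA16 CHO cells with stable hTAAR1 and Gα16 / Reagent: EC80 β-phenethylamine stimulus / Doses: 3 µM, single point / Timing: dye loading 75 min at 37 °C, then 30 min room temperature / Measured by: Fluo-8 intracellular calcium dye fluorescence, real-time kinetic reads / Controls: vehicle wells and EC80 agonist wells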
The depositor's hits bear a star; x = not tested or not shown. An unsorted share of the library; 4.4% or so of the library scored in one or more.

#1 O=C(Nc1c[nH]c2c(Cl)cccc2c1=O)N1CCN(c2ccccn2)CC1
#2 O=C(NCCN1CCN(c2ccccc2)CC1)Nc1ccccc1Cl
#3 Cc1ccc(Sc2c([N+](=O)[O-])c(C)nn2C)cc1
#4 Cc1ccccc1NC(=O)c1cccc2c1C(=O)N(C1CCCCC1)C2
#5 COc1cc(CNC(C)C)c(Br)cc1OC1CCCC1
#6 CCC1CCCCN1C(=O)CCNC(=O)Cn1cnc2ccccc2c1=O (stereo unspecified)
#7 CN(C)CCNC(=O)C1(O)c2cc(Br)ccc2NC(=O)N1c1ccc(Cl)cc1 (stereo unspecified)
#8 Cc1cc(NC(=O)c2ccc([N+](=O)[O-])cc2)no1

assay / compound	1	2	3	4	5	6	7	8
CHO parental Ca	x	18	-15	-13	2	-12	10	x
CHRM1 antagonist	-10	-10	88*	-14	0	-10	-2	-17
CHO-K1 Ca PAM	-16	13	-12	23	0	15	9	8
CHRM1 agonist	-3	-7	-8	2	-9	-5	-2	-3
TAAR1 ag	9	-1	4	-1	3	1	2	-1
CHO-K1 Ca ag	0.8	0.8	-0.3	6.1	0.0	1.1	0.1	1.2
CHO-K1 Ca antag	13	-9	-2	-13	-2	-6	-3	-3
CHRM1 PAM	5	3	-28	19	4	8	4	5
TAAR1 antag	11	-2	-23	-11	10	-1	-5	1

#9 O=c1[nH]c2ccccc2cc1-c1nnn(-c2ccc(F)cc2)n1
#10 CC1=CC(=C2C(=O)c3ccccc3C2=O)C=C(C)N1Cc1ccco1
#11 Cc1ccc(/C=C/C(=O)N2CCC(Cc3ccccc3)CC2)cc1
#12 COc1cc(OC)cc(C(=O)Nc2ccc(N(C)C)c3ccccc23)c1
#13 CCCn1c2ccccc2c2cc(C(=O)O)ccc21
#14 COc1ccc(-c2[nH]nc3oc(=O)cc(C)c23)cc1
#15 CC(=O)c1ccc(S(=O)(=O)N(C)CC(=O)Nc2ccc(C)cc2)cc1
#16 O=C1Cc2cc(S(=O)(=O)Nc3ccccc3Cl)cc3c2N1CCC3

assay / compound	9	10	11	12	13	14	15	16
CHO parental Ca	-6	-20	-12	-19	-17	-10	-6	-8
CHRM1 antagonist	-7	-1	8	-3	-2	3	-9	-2
CHO-K1 Ca PAM	12	16	15	3	18	-5	-19	15
CHRM1 agonist	-2	-9	-7	-4	-4	-3	-2	-2
TAAR1 ag	4	0	3	4	1	15	2	3
CHO-K1 Ca ag	-0.5	-0.2	3.2	0.7	0.7	0.0	0.6	0.7
CHO-K1 Ca antag	7	7	4	-8	2	11	-15	-2
CHRM1 PAM	5	-3	-4	-1	4	-2	6	5
TAAR1 antag	3	8	3	11	-13	-11	-2	-21

Structures above printed as active in CHRM1 antagonist.
item	Structure	CHRM1 antagonist	CHRM1 agonist	CHRM1 PAM	TAAR1 antag
3	Cc1ccc(Sc2c([N+](=O)[O-])c(C)nn2C)cc1	88*	-8	-28	-23

(list continues)
#17 CCC(Oc1ccccc1)C(=O)Nc1ccc(C)c(S(=O)(=O)N2CCOCC2)c1 (stereo unspecified)
#18 Cc1[nH]n(-c2ccccc2)c(=O)c1CCOC(=O)c1ccc(C(F)(F)F)cc1
#19 Cc1ccc(Nc2nc(Cl)nc(NC3CCCCC3)n2)cc1
#20 COCCNC(=O)CCc1c(C)nc2c(-c3ccc(F)cc3)c(C)nn2c1C
#21 Cc1c(C(=O)Nn2cnnc2)oc2ccccc12
#22 COc1cc2nc(NC(=O)c3ccccc3)sc(=O)c2cc1OC
#23 Cc1ccc(C(=O)CCC(=O)OCC(=O)N2CCN(S(=O)(=O)c3ccc(C)cc3C)CC2)cc1
#24 Cc1cc(C)nc(SCC(=O)NNS(=O)(=O)c2ccc(C#N)cc2)n1

assay / compound	17	18	19	20	21	22	23	24
CHO parental Ca	-20	-10	-28	0	9	x	x	x
CHRM1 antagonist	1	-2	-12	-15	-36	-6	10	-13
CHO-K1 Ca PAM	-3	-1	-20	28	11	1	-22	20
CHRM1 agonist	-2	-3	-8	-3	-1	-1	-1	-6
TAAR1 ag	2	2	-1	2	6	0	4	1
CHO-K1 Ca ag	0.3	0.8	-1.1	0.0	0.1	-0.4	8.8	2.9
CHO-K1 Ca antag	1	0	-27	-13	-13	1	22	-5
CHRM1 PAM	-1	-7	-3	11	9	8	-7	13
TAAR1 antag	-20	15	-13	-15	-5	8	3	-21

Continued; it opens with the 4 that closed the last part.
#21 Cc1c(C(=O)Nn2cnnc2)oc2ccccc12
#22 COc1cc2nc(NC(=O)c3ccccc3)sc(=O)c2cc1OC
#23 Cc1ccc(C(=O)CCC(=O)OCC(=O)N2CCN(S(=O)(=O)c3ccc(C)cc3C)CC2)cc1
#24 Cc1cc(C)nc(SCC(=O)NNS(=O)(=O)c2ccc(C#N)cc2)n1
#25 Cc1cc(C)nc(NS(=O)(=O)c2ccc(NS(=O)(=O)c3ccc(F)c(F)c3)cc2)n1
#26 CCc1ccc(NC(=O)Cn2cnc([N+](=O)[O-])c2)cc1
#27 Cc1c(OCC(=O)NCCCn2ccnc2)ccc2c3c(c(=O)oc12)CCCC3
#28 O=C(NC1CCCC1)C(c1c(F)cccc1Cl)N(C(=O)c1csnn1)C1CC1 (stereo unspecified)
#29 CC(=O)c1cccc(S(=O)(=O)NCCCN2CCOCC2)c1
#30 O=C(O)Cc1csc2ccccc12
#31 CCOc1cc2ccccc2cc1C(=O)Nc1ccccn1
#32 CCn1c(=NC(=O)c2cccc(N3C(=O)CCC3=O)c2)sc2c(OC)ccc(OC)c21

assay / compound	21	22	23	24	25	26	27	28	29	30	31	32
CHO parental Ca	9	x	x	x	x	1	-36	-15	-2	-10	-21	-14
CHRM1 antagonist	-36	-6	10	-13	-11	-7	-2	-4	-5	-2	-6	5
CHO-K1 Ca PAM	11	1	-22	20	13	7	10	18	1	-2	22	-10
CHRM1 agonist	-1	-1	-1	-6	-1	-2	-4	-7	-2	-3	-5	-4
TAAR1 ag	6	0	4	1	1	3	0	3	-2	8	0	3
CHO-K1 Ca ag	0.1	-0.4	8.8	2.9	0.1	0.4	1.6	0.8	-0.1	0.2	1.7	-0.3
CHO-K1 Ca antag	-13	1	22	-5	-11	-8	-10	4	-11	1	-9	8
CHRM1 PAM	9	8	-7	13	10	4	-4	7	0	5	4	-5
TAAR1 antag	-5	8	3	-21	-8	-22	-6	-16	13	-24	12	-5

#33 O=C(C[C@@H]1C[C@@H]2c3cc(NS(=O)(=O)c4ccc(F)cc4)ccc3O[C@@H]2[C@@H](CO)O1)NC1CCCCC1
#34 COCCNC(=O)c1c(NC(=O)c2nc(SC)ncc2Cl)sc2c1CCCC2
#35 O=C(CCNS(=O)(=O)c1cccs1)N1CCN(c2cccc(Cl)c2)CC1
#36 CCOc1ccc(S(=O)(=O)N2CCN(C(=O)c3ccc(C)c(S(=O)(=O)N4CCOCC4)c3)CC2)cc1
#37 CCCc1[nH]nc2c1C(c1ccncc1)C(C#N)=C(N)O2 (stereo unspecified)
#38 COC(=O)Nc1nc(-c2cc(Cl)ccc2Cl)cs1
#39 CN(C)c1ccc(C(=O)OCC(=O)N2CCCCCC2)cc1
#40 CC(=O)Oc1ccc(C(=O)OCC(=O)c2c(N)n(C)c(=O)n(C)c2=O)cc1OC(C)=O

assay / compound	33	34	35	36	37	38	39	40
CHO parental Ca	x	-9	-22	-10	-5	19	-1	4
CHRM1 antagonist	-10	9	-4	4	-20	-7	-14	-6
CHO-K1 Ca PAM	4	-3	7	7	7	-3	24	-19
CHRM1 agonist	-4	-2	-3	-2	-1	-1	-5	-2
TAAR1 ag	4	6	1	6	9	2	3	3
CHO-K1 Ca ag	0.9	-0.1	8.6	6.9	-0.2	0.7	2.1	-0.1
CHO-K1 Ca antag	-2	6	-4	-1	-3	-9	-16	-7
CHRM1 PAM	0	-4	-1	-9	1	0	10	8
TAAR1 antag	2	11	-10	42	-5	-15	-23	6

#41 COc1ccc(C(=O)C2CCCN(Cc3cn[nH]c3-c3ccccc3)C2)cc1OC (stereo unspecified)
#42 COc1cc(OC)cc(C(=O)NCC(=O)OCC(=O)N2CCc3ccccc32)c1
#43 CCCc1nnc(SCC(=O)N(CC)CC)n1CC1CCCO1 (stereo unspecified)
#44 CSCCC1NC(=O)N(CC(=O)N2N=C(c3ccc(Cl)cc3)CC2c2ccco2)C1=O (stereo unspecified)
#45 CN(C)CCN(C(=O)C1CCCCC1)c1nc2cc3c(cc2s1)OCO3
#46 COc1ccc(/C=C/C(=O)NCC(=O)N/N=C/c2ccc(OC)cc2)cc1
#47 CCN(CC1CCCO1)C(=O)CCc1nnc(CCc2ccccc2)o1 (stereo unspecified)
#48 COC(=O)C(C)Sc1ccc2nnc(CCNS(=O)(=O)c3ccc(C)cc3)n2n1 (stereo unspecified)

assay / compound	41	42	43	44	45	46	47	48
CHO parental Ca	-10	-10	8	-16	-17	-4	x	-11
CHRM1 antagonist	-2	-2	0	-20	-11	3	-6	-3
CHO-K1 Ca PAM	-11	20	19	27	4	0	4	0
CHRM1 agonist	-8	-4	-3	-7	-5	-4	-2	-10
TAAR1 ag	7	-1	3	5	7	5	2	11
CHO-K1 Ca ag	0.0	-0.5	2.4	2.4	-0.4	0.5	1.0	-0.5
CHO-K1 Ca antag	-2	-12	-9	-23	3	-1	6	-8
CHRM1 PAM	5	6	9	9	5	-3	5	3
TAAR1 antag	-10	11	21	10	-17	12	5	11

#49 O=S(=O)(c1ccc(Cl)cc1)N1CCN(CCc2ccccc2)CC1
#50 C/C(N)=C(/C#N)C(=O)COC(=O)CSc1ccc2ccccc2c1
#51 CCOc1ccc(OCCC(=O)NNC(=O)c2cc(C)oc2C)cc1
#52 COc1ccc(C2=NNC(c3ccco3)=Nc3ccc(F)cc32)cc1
#53 COc1cccc(NS(=O)(=O)c2ccc(C)c(C(=O)N3CCCCC3)c2)c1
#54 O=C(c1cc(C2CC2)nc2ccccc12)N1N=C(C(F)F)CC1(O)C(F)F (stereo unspecified)
#55 CCOC(=O)[C@H]1[C@H]2COc3ccc(Cl)cc3[C@@H]2N2C(=O)CN(Cc3ccccc3)C(=O)[C@@]12C

assay / compound	49	50	51	52	53	54	55
CHO parental Ca	-4	-10	-6	-19	-16	-23	-20
CHRM1 antagonist	-8	-10	0	1	2	-9	-4
CHO-K1 Ca PAM	11	11	-25	1	-15	5	7
CHRM1 agonist	-6	-2	-3	-12	-1	10	-5
TAAR1 ag	1	11	-1	-2	2	0	11
CHO-K1 Ca ag	0.9	4.3	-0.5	0.3	0.9	1.6	0.5
CHO-K1 Ca antag	-11	0	8	7	-2	-2	-8
CHRM1 PAM	7	9	-4	1	-1	20	-2
TAAR1 antag	-15	6	-1	20	6	14	25

As entered above.
no. 54 in TAAR1 antag → 14
no. 55 in CHO-K1 Ca antag → -8

Compound activity (PubChem BioAssay)
